D2 ag = HTS Assay for Allosteric Agonists of the Human D2 Dopamine Receptor: Primary Screen for Agonists; HEK293 T-REx D2 cells, calcium flux agonist mode; AID 485358, 2010; 340,000 compounds, 0.53% hits; activation, % at 2 µM; D(2) dopamine receptor (Homo sapiens), P14416;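 active = activation over 3 SD above normal in the single-dose calcium agonist read, cut at about 30% in these data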; also: 0% is about no effect
Target sequence (P14416 whole entry, looked up): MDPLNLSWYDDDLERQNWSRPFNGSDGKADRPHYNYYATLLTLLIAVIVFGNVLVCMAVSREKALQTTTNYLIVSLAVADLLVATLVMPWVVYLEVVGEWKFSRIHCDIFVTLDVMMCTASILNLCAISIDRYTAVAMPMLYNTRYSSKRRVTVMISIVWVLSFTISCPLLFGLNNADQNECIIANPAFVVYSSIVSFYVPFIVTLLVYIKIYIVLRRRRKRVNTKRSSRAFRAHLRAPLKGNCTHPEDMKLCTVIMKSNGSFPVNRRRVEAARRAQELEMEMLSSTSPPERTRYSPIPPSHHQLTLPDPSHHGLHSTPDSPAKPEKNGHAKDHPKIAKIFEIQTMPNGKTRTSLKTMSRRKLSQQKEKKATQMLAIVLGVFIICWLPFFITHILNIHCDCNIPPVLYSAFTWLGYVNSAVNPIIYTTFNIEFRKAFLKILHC
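In this primary screen, compounds producing a positive calcium signal within 180 s of addition to tetracycline-induced, force-coupled HEK293 Trex D2 cells are flagged; cells are dye-loaded with a no-wash calcium kit beforehand.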
ERG-DNA inh = qHTS for Small Molecule Inhibitors of the ERG Ets/DNA interaction; Transcriptional regulator ERG (Homo sapiens), P11308; fluorescence polarization, His-ERG Ets domain / labelled DNA; Potency, µM (doses to about 76.9 µM), without a hit: at the highest dose FP activity, negative = inhibition, actives largely listed as inhibitors; 370,000 compounds, 0.028% hits; AID 624246, 2012; active = well fitted inhibition curve with a large enough effect in the polarisation, with a control signal flat; inconclusive = small, poorly fitted or top-dose-only effect, or effect the other way, or a change in a side signal; inactive = no such curve, though single readings can be large or run the other way; the % refers to the polarisation;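 also: polarization taken with two DNA probes labelled with fluorescein and Texas red; potency is read from the fitted curve at half-maximal effect; % of control where 0% means no effect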
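His-tagged ERG Ets domain (1 uM in the protein solution; 300mM KCl, 50mM Tris-HCl, 1mM EDTA, 1mM DTT, pH 7.5) received compound, then a probe mix of 5 nM fluorescein-DNA and 100nM Texas-615-DNA. Fluorescence polarization was read for both dyes.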
Vif-APOBEC3G blk = qHTS for Inhibitors of Vif-A3G Interactions: qHTS; Potency, µM (titrated, usually from 46.1 µM), for the others: top-dose activity, negative = active, actives largely listed as inhibitors; 410,000 compounds, 0.076% hits; HeLa A3G-eYFP + Vif (tagged APOBEC3G with the HIV-1 protein that degrades it), YFP fluorescence, overnight;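 also: potency is read from the fitted curve at half-maximal effect; % is scaled to controls: 0 for no effect and ±100 for the full control effect; nearly all actives have a fitted effect of over 60% in size; hits raise eYFP signal because A3G escapes Vif-driven loss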
Target sequence (Q9HC16 whole entry, looked up): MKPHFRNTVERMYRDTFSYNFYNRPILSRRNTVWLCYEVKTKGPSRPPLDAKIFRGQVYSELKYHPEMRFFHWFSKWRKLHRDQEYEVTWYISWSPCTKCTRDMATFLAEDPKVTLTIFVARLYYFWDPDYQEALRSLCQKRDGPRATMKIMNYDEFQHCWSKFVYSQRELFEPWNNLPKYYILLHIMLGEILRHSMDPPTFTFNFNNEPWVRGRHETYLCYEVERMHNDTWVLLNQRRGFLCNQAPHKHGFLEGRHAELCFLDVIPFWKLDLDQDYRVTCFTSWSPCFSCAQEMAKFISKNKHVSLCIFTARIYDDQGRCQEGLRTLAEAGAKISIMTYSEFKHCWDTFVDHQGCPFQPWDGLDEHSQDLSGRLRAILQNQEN
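HeLa cells stably expressing Vif and C-terminally eYFP-tagged A3G, seeded overnight at 37 deg C, then exposed to compound by pintool overnight at 37 deg C. Rise in yellow fluorescence (Ex 488/Em 500-530, Acumen) marks blocked Vif-driven A3G degradation.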
RGS4 inh = Inhibitors of Regulator of G Protein Signaling (RGS) 4: qHTS. 390,000 compounds, 0.039% hits. Transcreener GDP fluorescence polarization, RGS4-accelerated GTP hydrolysis. AID 504845, 2011. Regulator of G-protein signaling 4 (Homo sapiens), P49798. Potency, µM (series often up to 114 µM), inactives show at the top dose activity change, negative = inhibition, actives largely listed as inhibitors; also: potency is read from the fitted curve at half-maximal effect; % is scaled to controls: 0 for no effect and ±100 for the full control effect; nearly all actives have a fitted effect of over 75% in size; some results filed as inactive show a strong effect at the top dose
Target sequence (P49798 whole entry, looked up): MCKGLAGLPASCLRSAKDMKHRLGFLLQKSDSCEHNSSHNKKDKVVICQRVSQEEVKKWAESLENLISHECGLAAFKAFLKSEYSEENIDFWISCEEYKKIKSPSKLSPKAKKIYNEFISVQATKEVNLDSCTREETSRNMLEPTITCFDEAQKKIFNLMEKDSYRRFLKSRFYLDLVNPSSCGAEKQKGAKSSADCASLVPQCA
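MLSMR compounds (23 nl, pin-transferred) preincubated 10 min at room temperature with a 500nM (2x) first reagent, then RGS4 at 900nM (2x) plus Transcreener GDP mix added; fluorescence polarization (620/688 nm) read before and after 90 min at 30 °C.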
D2 antagonist = HTS Assay for Allosteric Antagonists of the Human D2 Dopamine Receptor: Primary Screen for Antagonists. D(2) dopamine receptor (Homo sapiens), P14416. HEK293 TREx D2 cells, calcium flux, dopamine EC80. inhibition, % at 10 µM. 340,000 compounds, 2% hits. AID 485344, 2010; in the data active = inhibition above about 30%; also: 0% is about no effect
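Read-out: kinetic calcium fluorescence (1 cycle/s) in inducible HEK293 T-REx D2 cells after an EC80 dopamine addition that followed 180 s compound preincubation. Loss of the dopamine response indicates antagonism.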
GRP78 ERSR act = qHTS for Inducers of the Endoplasmic Reticulum Stress Response (ERSR) in Human Glioma: qHTS | AID 602332, 2012 | 420,000 compounds, 0.02% hits | U87-MG GRP78 promoter luciferase reporter, 16 h | Potency, µM, without a hit: top-dose activation, usual class: activators; also: potency is read from the fitted curve at half-maximal effect; series mostly up to about 76 µM; % of control where 0% means no effect; nearly all actives have a fitted effect of over 35% in size
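Stably transfected U87-MG human glioma cells carrying a GRP78-based luminescent sensor were seeded at 1000 cells/well, pin-dosed with compounds and incubated 16 h. Luciferase reagent was then added, and end-point luminescence was read after 10 min at room temperature.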
ALOX12 inh = Primary qHTS assay for inhibitors of human arachidonate 12S-lipoxygenase (ALOX12): Round 2; Potency, µM (highest dose often 108 µM), inactives show top-dose activity change, negative = inhibition, most hits filed as inhibitors; Polyunsaturated fatty acid lipoxygenase ALOX12 (Homo sapiens), P18054; AID 1671190, 2021; 580,000 compounds, 1.1% hits; purified 12hLO, xylenol orange hydroperoxide absorbance; also: potency is read from the fitted curve at half-maximal effect; % is scaled to controls: 0 for no effect and ±100 for the full control effect
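Purified human 12hLO (150 nM final) in 25 mM Hepes, 0.01% Triton X-100, pH 7.0 was preincubated 15 min at room temperature with compound. Then 40 uM arachidonic acid was added, 30 min. Hydroperoxide was read by Fe-XO absorbance ratio 573/405 nm.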
LDHA inh = qHTS assay for inhibitors of human lactate dehydrogenase; L-lactate dehydrogenase A chain (Homo sapiens), P00338; purified LDHA, NADH/diaphorase-resazurin fluorescence; active compounds read low; activity change, % (values are at about 110 or 230 µM); 480,000 compounds, 0.15% hits; in the data active = activity change below about -30%; inconclusive = mostly about -25% to -30%;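 also: plate controls were DMSO wells for no effect and wells without enzyme for full effect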
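Resorufin fluorescence (ex540/em590), read at 0 and 20 min after diaphorase/resazurin addition, reports the NADH left after a 5 min room-temperature reaction of 2 nM human LDH5 with 0.06 mM NADH and 0.2 mM pyruvate.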
Vif-APOBEC3F blk = qHTS for Inhibitors of Vif-A3F Interactions: qHTS; HeLa A3F-eYFP + Vif (tagged APOBEC3F with the HIV-1 protein that degrades it), YFP fluorescence increase; Potency, µM (series often up to 46.1 µM), for the others: at the top dose activity, negative = active; 390,000 compounds, 0.2% hits; AID 602313, 2012; also: potency is read from the fitted curve at half-maximal effect; % of control where 0% means no effect; nearly all actives have a fitted effect of over 65% in size
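Fluorescence increase (Ex 488/Em 500-530) after overnight compound treatment at 37 deg C flags inhibition of Vif-driven A3F-eYFP loss in stable HeLa A3F-eYFP/Vif cells seeded overnight beforehand.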
Starred values were filed as active, the others as inactive; [ ] = dose if it differs, or a comment. Unless noted, calls follow the shape of the dose curve; as a rule, active = well fitted curve in the direction sought with a large enough effect; inconclusive = small, poorly fitted or top-dose-only effect, or another doubt; inactive = no such curve, though single readings can be large; an effect the other way counts as inactive or inconclusive. These rows are one share of the data (hit frequency here may not be typical).

What do the screens show for `COc1ccc2c(c1)C(=O)C(=O)N2CC1COc2ccccc2O1` (configuration not stated)?
D2 ag: 1.1; ERG-DNA inh: 4%; Vif-APOBEC3G blk: -8%; RGS4 inh: -10%; D2 antagonist: 4; GRP78 ERSR act: -1%; ALOX12 inh: -25%; LDHA inh: -6; Vif-APOBEC3F blk: inconclusive

What do the screens show for `O=C(CN1CCN(c2ccc(O)cc2)CC1)Nc1ccc(SC(F)F)cc1`?
D2 ag: 3.3; ERG-DNA inh: 2%; Vif-APOBEC3G blk: -3%; RGS4 inh: -3%; D2 antagonist: -6; GRP78 ERSR act: -7%; ALOX12 inh: inconclusive; LDHA inh: 16; Vif-APOBEC3F blk: -15%

What do the screens show for `O=C1c2ccccc2C(=O)N1CCCc1cn(C[C@H]2CC[C@@H]([C@@H]3CC[C@H](Cn4cc(CCCN5C(=O)c6ccccc6C5=O)nn4)O3)O2)nn1`?
D2 ag: -1.1; ERG-DNA inh: -8%; Vif-APOBEC3G blk: 2%; RGS4 inh: 7%; D2 antagonist: 13; GRP78 ERSR act: 1%; ALOX12 inh: -59%; LDHA inh: -13; Vif-APOBEC3F blk: -1%

Results for COc1ccccc1NS(=O)(=O)c1ccc(NC(=O)c2ccccn2)cc1 ?
D2 ag: 0.5; ERG-DNA inh: 0%; Vif-APOBEC3G blk: 2%; RGS4 inh: 12%; D2 antagonist: 26; GRP78 ERSR act: -2%; ALOX12 inh: -15%; LDHA inh: -7; Vif-APOBEC3F blk: -10%

Results for COc1cccc(N2CCN(C(=O)c3cc4c(OC)c(OC)c(OC)cc4[nH]3)CC2)c1 ?
D2 ag: 0.9; ERG-DNA inh: 1%; Vif-APOBEC3G blk: 1%; RGS4 inh: 10%; D2 antagonist: 38*; GRP78 ERSR act: 2%; ALOX12 inh: 4%; LDHA inh: 4; Vif-APOBEC3F blk: -9%

What do the screens show for `COc1ccc(S(=O)(=O)N2CCCN(CCC(=O)Nc3cccc(C(F)(F)F)c3)CC2)cc1`?
ERG-DNA inh: -6%; Vif-APOBEC3G blk: 0%; RGS4 inh: -33%; GRP78 ERSR act: -5%; ALOX12 inh: inconclusive; LDHA inh: -5; Vif-APOBEC3F blk: 1%

How did CCCCn1nc2cc(C(=O)NCC34CC5CC(CC(C5)C3)C4)ccc2c1OCC do in these assays?
D2 ag: 0.0; ERG-DNA inh: 1%; Vif-APOBEC3G blk: 1%; RGS4 inh: 28%; D2 antagonist: -6; GRP78 ERSR act: -2%; ALOX12 inh: inconclusive; LDHA inh: 6; Vif-APOBEC3F blk: 0%

What do the screens show for `O=C1C=C(c2ccc(-c3ccccc3)c(F)c2)C[C@@H](c2ccc(F)cc2)C1`?
D2 ag: 2.4; ERG-DNA inh: 2%; Vif-APOBEC3G blk: -3%; RGS4 inh: 10%; D2 antagonist: 6; GRP78 ERSR act: -3%; ALOX12 inh: 2%; LDHA inh: 1; Vif-APOBEC3F blk: -1%

What do the screens show for `COc1ccc(NC(=O)/C(=C\c2ccc(F)cc2)NC(=O)c2ccco2)cc1`?
D2 ag: -0.9; ERG-DNA inh: -16%; Vif-APOBEC3G blk: -1%; RGS4 inh: -1%; D2 antagonist: -2; GRP78 ERSR act: 1%; ALOX12 inh: -9%; LDHA inh: -8; Vif-APOBEC3F blk: 2%

How did CCOc1ccccc1NC(=O)CN(c1ccc(OC)cc1)S(=O)(=O)c1c(C)[nH]c(=O)[nH]c1=O do in these assays?
D2 ag: 0.3; ERG-DNA inh: 4%; Vif-APOBEC3G blk: 0%; RGS4 inh: -18%; D2 antagonist: -6; GRP78 ERSR act: -4%; ALOX12 inh: -2%; LDHA inh: -6; Vif-APOBEC3F blk: -3%

How did O=C(O)c1ccc(NCCC2=CCCCC2)c([N+](=O)[O-])c1 do in these assays?
D2 ag: -0.3; ERG-DNA inh: 0%; Vif-APOBEC3G blk: -1%; RGS4 inh: 19%; D2 antagonist: 19; GRP78 ERSR act: -3%; ALOX12 inh: 4%; LDHA inh: -4; Vif-APOBEC3F blk: 0%

What do the screens show for `Cc1ccc(N(CC(O)Cn2c3ccccc3c3ccccc32)S(C)(=O)=O)cc1` (configuration not stated)?
D2 ag: 0.7; Vif-APOBEC3G blk: -1%; RGS4 inh: -21%; D2 antagonist: 5; GRP78 ERSR act: -1%; ALOX12 inh: -7%[57.4 µM]; LDHA inh: -4; Vif-APOBEC3F blk: -7%

Results for Cc1cc2ncn(CC(O)COC3CCCCC3)c2cc1C (configuration not stated) ?
D2 ag: -1.2; ERG-DNA inh: 6%; Vif-APOBEC3G blk: 0%; RGS4 inh: -15%; D2 antagonist: 2; GRP78 ERSR act: 1%; ALOX12 inh: -3%; LDHA inh: 1; Vif-APOBEC3F blk: 0%

What do the screens show for `COc1ccc([C@H]2CC(=O)C=C(c3cccc(CO)c3)C2)cc1`?
D2 ag: -0.6; ERG-DNA inh: 4%; Vif-APOBEC3G blk: -4%; RGS4 inh: 11%; D2 antagonist: -14; GRP78 ERSR act: 0%; ALOX12 inh: 4%; LDHA inh: 1; Vif-APOBEC3F blk: 0%

Results for CNC(=S)NC1CC2CCC(C1)N2Cc1ccccc1 (configuration not stated) ?
D2 ag: 0.9; Vif-APOBEC3G blk: 1%; RGS4 inh: 10%; D2 antagonist: 64*; GRP78 ERSR act: -3%; ALOX12 inh: -20%; LDHA inh: -6; Vif-APOBEC3F blk: 2%

How did N#CCN(C(=O)CSc1nnc(C2CC2)n1C1CC1)c1ccccc1 do in these assays?
Vif-APOBEC3G blk: 0%; GRP78 ERSR act: 0%; ALOX12 inh: 9%; LDHA inh: -9; Vif-APOBEC3F blk: 2%

Results for CSc1cccc(NC(=O)CSc2nnc(C)s2)c1 ?
D2 ag: -0.4; ERG-DNA inh: -5%; Vif-APOBEC3G blk: 5%; RGS4 inh: 26%; D2 antagonist: -4; GRP78 ERSR act: 11%; ALOX12 inh: 1%; LDHA inh: -8; Vif-APOBEC3F blk: -3%

What do the screens show for `CCSc1ccc([C@@H]2[C@@H]3C(=O)N(CC)C(=O)[C@@H]3[C@]3(C(=O)OC)CCCN23)cc1`?
D2 ag: -0.7; ERG-DNA inh: -6%; Vif-APOBEC3G blk: 3%; RGS4 inh: -11%; D2 antagonist: 5; GRP78 ERSR act: -3%; ALOX12 inh: inconclusive; LDHA inh: 0; Vif-APOBEC3F blk: -5%

Results for COc1ccc(C(=O)NCCNC(=O)c2cnccn2)cc1 ?
D2 ag: 0.5; ERG-DNA inh: -4%; Vif-APOBEC3G blk: 3%; RGS4 inh: 8%; D2 antagonist: 22; GRP78 ERSR act: 0%; ALOX12 inh: inconclusive; LDHA inh: -14; Vif-APOBEC3F blk: -1%

Results for CC(=O)c1ccc(NC(=O)CSc2nnc3ccc(-c4ccc(Cl)cc4)nn23)cc1 ?
ERG-DNA inh: -2%; Vif-APOBEC3G blk: 1%; RGS4 inh: -9%; GRP78 ERSR act: -4%; ALOX12 inh: -8%; LDHA inh: 4; Vif-APOBEC3F blk: -6%

What do the screens show for `CN(C)c1nc(N)nc(CSc2nnnn2-c2cccc3ccccc23)n1`?
D2 ag: 0.1; ERG-DNA inh: -7%; Vif-APOBEC3G blk: -2%; RGS4 inh: 0%; D2 antagonist: 2; GRP78 ERSR act: -3%; ALOX12 inh: inconclusive; LDHA inh: -13; Vif-APOBEC3F blk: -6%

How did Cc1cccc(C(=O)Nc2ccccc2C(=O)Nc2ccc(C(=O)O)cc2)c1 do in these assays?
D2 ag: -0.5; ERG-DNA inh: -1%; Vif-APOBEC3G blk: -7%; RGS4 inh: -3%; D2 antagonist: -6; GRP78 ERSR act: 0%; ALOX12 inh: -25%; LDHA inh: -8; Vif-APOBEC3F blk: -13%

Results for COc1cc(C=C2C(=O)OC(C)(C)OC2=O)ccc1OCC(=O)Nc1ccccc1 ?
D2 ag: -0.3; ERG-DNA inh: 2%; Vif-APOBEC3G blk: 0%; RGS4 inh: 17%; D2 antagonist: -9; GRP78 ERSR act: -7%; ALOX12 inh: 0%; LDHA inh: -1; Vif-APOBEC3F blk: 3%

Reprinted from the results shown (two entries):
What do the screens show for `Cc1ccc(N(CC(O)Cn2c3ccccc3c3ccccc32)S(C)(=O)=O)cc1` (configuration not stated)?
D2 ag: 0.7; Vif-APOBEC3G blk: -1%; RGS4 inh: -21%; D2 antagonist: 5; GRP78 ERSR act: -1%; ALOX12 inh: -7%[57.4 µM]; LDHA inh: -4; Vif-APOBEC3F blk: -7%

Results for Cc1cc2ncn(CC(O)COC3CCCCC3)c2cc1C (configuration not stated) ?
D2 ag: -1.2; ERG-DNA inh: 6%; Vif-APOBEC3G blk: 0%; RGS4 inh: -15%; D2 antagonist: 2; GRP78 ERSR act: 1%; ALOX12 inh: -3%; LDHA inh: 1; Vif-APOBEC3F blk: 0%

Source: PubChem BioAssay
